VEEV TC-83 Vero – inhibitors of VEEV TC-83 cytopathic effect, confirmation, Vero cells (AID 588727) | Vero cells, VEEV TC-83 cytopathic effect inhibition; higher % means a stronger effect | one-dose inhibition, % at 20 µM; IC50 in µM for titrated hits | actives 0.13% (n = 350,000); in the data active means a potency from the dose series; inconclusive means inhibition mostly from about 14% at the one dose, without a potency; inactive means the rest, 99 in 100 with inhibition below about 12%; further: strong numbers were not always called active
H1N1 NS1A inhibition – H1N1 influenza NS1A inhibitors, functional cell based assay (AID 504329) | NS1A functional cell-based assay, percent inhibition; higher % means a stronger effect | inhibition, % at 12.5 µM; hits with a dose series show IC50 in µM | actives 0.3% (n = 340,000); in the data active means a potency from the dose series; inconclusive means inhibition above about 27% without an active follow-up result; further: strong numbers were not always called active
M. tuberculosis – growth inhibition of non-replicating M. tuberculosis (AID 488890); inhibition, % at 25 µM; hits with a dose series show IC50 in µM; Mycobacterium tuberculosis non-replicating, growth inhibition; higher % means a stronger effect; actives 0.39% (n = 320,000); in the data active means a potency from the dose series; inconclusive means inhibition mostly from about 82% at the one dose, without a potency; inactive means the rest, 99 in 100 with inhibition below about 76%;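 further: plate controls were DMSO cells for no effect and high antibiotic wells for full effect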
M. tuberculosis HTS – M. tuberculosis growth inhibition, HTS (AID 449762); M. tuberculosis H37Rv growth inhibition, 7H9 media; higher % means a stronger effect; inhibition, % at 25 µM, or IC50 in µM where a hit was titrated; actives 0.59% (n = 330,000); in the data active means a potency from the dose series; inconclusive means inhibition above about 70% without an active follow-up result;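 further: bacterial growth assessed after seven days of incubation; strong numbers were not always called active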
PhoP GFP inhibition – Inhibition of PhoP regulon, Salmonella typhi GFP reporter cells, confirmation, 4 h (AID 1850). Salmonella Typhi PhoP-promoter GFP reporter, fluorescence, 4 h; higher % means a stronger effect. inhibition, % at 50 µM, or IC50 in µM where a hit was titrated. actives 0.33% (n = 310,000); in the data active means a potency from the dose series; inconclusive means inhibition mostly from about 25% at the one dose, without a potency; inactive means the rest, 99 in 100 with inhibition below about 19%;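 further: 0% = induced wells with vehicle and 100% = uninduced wells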
VEEV TC-83 Vero 10K pilot screen – recorded beside VEEV TC-83 Vero, whose call it bears; inhibition, %; measured here: 10K pilot screen inhibition
Starred values were filed as active, the others as inactive; i = inactive; u = inconclusive; x = not tested or not shown.

SMILES	VEEV TC-83 Vero	H1N1 NS1A inhibition	M. tuberculosis	M. tuberculosis HTS	PhoP GFP inhibition	others
c1csc(-c2nn3c(C4COc5ccccc5O4)nnc3s2)c1 (stereo unspecified)	i	-5.2%	u	3.4%	-2.0%
Cc1cccc(NC(=O)COc2coc(CN3CCN(Cc4ccccc4)CC3)cc2=O)c1	0.6%	2.6%	13.8%	50.4%	4.2%
COc1cccc(-n2nnnc2SCC(=O)Nc2ccccc2OC)c1	5.8%	0.2%	39.1%	3.1%	-8.1%
CCN(C(=O)COC(=O)c1cncc(Br)c1)C1CCS(=O)(=O)C1 (stereo unspecified)	1.0%	-10.6%	10.0%	3.7%	2.7%
Cc1ccc(C)c(N2CCN(S(=O)(=O)c3cc4c(cc3C)NC(=O)CO4)CC2)c1	5.8%	5.8%	-11.5%	-7.8%	14.4%	VEEV TC-83 Vero 10K pilot screen=1.2
CCc1ccc2[nH]c(=O)c(CN(Cc3ccc4c(c3)OCO4)Cc3nnnn3C3CCCC3)cc2c1	0.2%	7.8%	64.5%	0.0%	-6.2%
O=c1cc(CSc2nc3ccccc3c(=O)[nH]2)c2ccc(O)cc2o1	u	8.4%	x	x	x
CCc1ccccc1OCC(=O)Nc1cc(S(=O)(=O)N(CC)CC)ccc1N1CCOCC1	6.4%	4.0%	10.3%	2.4%	x
COc1ccc(NC(=O)c2ccc(NC(=O)CSc3nc(N)cc(=O)[nH]3)cc2)cc1	0.1%	-9.9%	0.5%	1.3%	x
O=C(O)CCN1/C(=C/C=Nc2ccccc2)Oc2ccccc21	1.0%	6.7%	-1.7%	2.6%	-8.2%
O=C(Nc1ccc(F)cc1)c1nsc(Cl)c1Cl	0.4%	1.1%	3.7%	-2.7%	-31.8%
O=c1c2cn(Cc3ccc(F)cc3)c3ccc(F)cc3c-2nn1Cc1ccc(F)cc1	1.0%	23.4%	x	x	x

Continued, overlapping the part above by 2 compounds.
SMILES	VEEV TC-83 Vero	H1N1 NS1A inhibition	M. tuberculosis	M. tuberculosis HTS	PhoP GFP inhibition	others
O=C(Nc1ccc(F)cc1)c1nsc(Cl)c1Cl	0.4%	1.1%	3.7%	-2.7%	-31.8%
O=c1c2cn(Cc3ccc(F)cc3)c3ccc(F)cc3c-2nn1Cc1ccc(F)cc1	1.0%	23.4%	x	x	x
O=C(O)c1c(C(=O)O)c(-c2ccc(Br)cc2)n2c1CSC2	0.0%	-3.4%	-7.8%	4.2%	-0.9%
CC(C)CN(C(=O)CN1CC=C(c2ccccc2)CC1)c1c(N)n(CC(C)C)c(=O)[nH]c1=O	1.5%	-0.9%	31.8%	-3.3%	3.5%	VEEV TC-83 Vero 10K pilot screen=1.4
O=C(Nc1ccc(C(=O)N2CCCC2)cc1)C1CCCC1	i	-2.1%	x	x	x
CC(NC(=O)C1CCC1)c1ccc(Br)cc1 (stereo unspecified)	1.2%	-5.1%	70.4%	6.8%	-7.4%
Cc1cc(-c2ccccc2)cc(=O)[nH]1	3.0%	-23.4%	x	x	x
O=C(CCC(=O)Nc1ccccc1Cl)N/N=C/c1c[nH]c2ccccc12	0.3%	-2.7%	0.8%	4.8%	-3.2%
CC(=O)N(C(C)=O)n1c(C)nc2sc3c(c2c1=O)CCCC3	i	-0.5%	3.9%	5.7%	-4.7%
COc1ccc(N)c2c1C(=O)c1ccccc1C2=O	0.3%	31µM*	53.2%	-6.5%	9.7%	VEEV TC-83 Vero 10K pilot screen=5.2
CC1=C(C(=O)OCC2CCCO2)C(c2coc3ccc(Cl)cc3c2=O)C2=C(CCCC2=O)N1 (stereo unspecified)	3.0%	-9.8%	28.5%	-2.1%	-6.3%
CC(C)(C)SCCNC(=O)c1cccc([N+](=O)[O-])c1	0.1%	-7.2%	7.6%	-15.7%	-6.9%
COCCCNc1oc(-c2cccs2)nc1S(=O)(=O)c1ccc(C)cc1	1.1%	-2.4%	21.1%	9.2%	-10.2%
c1ccc(Cn2nnc3c(NCC4CCCO4)ncnc32)cc1 (stereo unspecified)	2.9%	-1.5%	-2.7%	5.6%	0.1%

Structures above containing an aryl methoxy group, in the order listed:
SMILES	VEEV TC-83 Vero	H1N1 NS1A inhibition	M. tuberculosis	M. tuberculosis HTS	PhoP GFP inhibition	others
COc1cccc(-n2nnnc2SCC(=O)Nc2ccccc2OC)c1	5.8%	0.2%	39.1%	3.1%	-8.1%
COc1ccc(NC(=O)c2ccc(NC(=O)CSc3nc(N)cc(=O)[nH]3)cc2)cc1	0.1%	-9.9%	0.5%	1.3%	x
COc1ccc(N)c2c1C(=O)c1ccccc1C2=O	0.3%	31µM*	53.2%	-6.5%	9.7%	VEEV TC-83 Vero 10K pilot screen=5.2

Two records picked at random from the list so far:
SMILES	VEEV TC-83 Vero	H1N1 NS1A inhibition	M. tuberculosis	M. tuberculosis HTS	PhoP GFP inhibition	others
CC(C)(C)SCCNC(=O)c1cccc([N+](=O)[O-])c1	0.1%	-7.2%	7.6%	-15.7%	-6.9%
O=C(Nc1ccc(C(=O)N2CCCC2)cc1)C1CCCC1	i	-2.1%	x	x	x

Returning to the listing, repeating the 2 entries before the break.
SMILES	VEEV TC-83 Vero	H1N1 NS1A inhibition	M. tuberculosis	M. tuberculosis HTS	PhoP GFP inhibition	others
COCCCNc1oc(-c2cccs2)nc1S(=O)(=O)c1ccc(C)cc1	1.1%	-2.4%	21.1%	9.2%	-10.2%
c1ccc(Cn2nnc3c(NCC4CCCO4)ncnc32)cc1 (stereo unspecified)	2.9%	-1.5%	-2.7%	5.6%	0.1%
O=CNCC(=O)NCCc1ccc(Cl)cc1	1.1%	4.6%	-14.3%	-5.6%	-4.3%
CCc1ccccc1N(CC(=O)N1CCN(c2ccccc2)CC1)S(C)(=O)=O	5.6%	0.9%	34.5%	1.6%	11.1%
CC(NCc1ccccc1Cl)C(=O)Nc1ccc(C#N)cc1 (stereo unspecified)	0.5%	-7.1%	8.5%	-2.4%	-1.8%
CC1CCN(S(=O)(=O)c2ccc(NC(=O)CN3CCN(c4ccccc4)CC3)cc2)CC1	0.1%	10.1%	-10.8%	2.8%	-7.5%
COc1cccc(NC(=O)CCS(=O)(=O)c2cc3c(cc2Cl)NC(=O)CO3)c1	0.8%	5.4%	-0.7%	3.9%	-6.7%
COc1ccc(C(=O)c2sc3nc(C)cc(-c4cccs4)c3c2N)cc1	6.2%	-43.5%	x	x	x
O=C(OCC(=O)N(Cc1ccccc1)Cc1ccccc1)c1ccccc1NCCO	7.7%	-16.2%	13.6%	11.0%	-4.6%
O=C(Nc1ccc(Cl)cc1)C1CCCCN1S(=O)(=O)c1ccccc1 (stereo unspecified)	2.0%	-5.0%	x	-0.1%	x
CCCN1CCN(C(=O)C(NC(=O)c2ccco2)C(C)C)CC1 (stereo unspecified)	i	-8.5%	15.0%	0.8%	2.1%
COc1cccc(-c2cc(C(=O)NCCN3CCOCC3)no2)c1	4.5%	20.4%	x	x	-10.3%	VEEV TC-83 Vero 10K pilot screen=0.8
CC(=O)OC1OCCOC1NC(=S)Nc1ccc(C)cc1 (stereo unspecified)	1.0%	-10.1%	72.1%	-0.3%	-0.8%
CC1Cc2ccccc2N1C(=O)C1CCN(S(=O)(=O)Cc2ccccc2)CC1 (stereo unspecified)	0.8%	-6.6%	-8.1%	2.9%	13.2%
CC1CCC(NC(=O)c2ccc(COc3ccccc3)o2)CC1 (stereo unspecified)	i	-2.5%	76.0%	2.0%	-3.8%

An unsorted share of the library. About 1.6% of those tested had a hit in this group.
